# CHT inh: inhibitors of human choline transporter CHT; High affinity choline transporter 1 (Homo sapiens), Q9GZV3; CHT-expressing cells, membrane potential dye, choline response; active compounds read low; B-score at 10 µM; hit rate 0.86% among 310,000; AID 488975, 2010;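 active = B-score over 3 SD under the library average, and starting fluorescence ratio not unusually high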;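 note: choline stimulus applied at its EC90 after an EC20 pre-addition; B-score computed on integrated fluorescence ratio after choline addition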
# Target sequence (Q9GZV3 whole entry, looked up): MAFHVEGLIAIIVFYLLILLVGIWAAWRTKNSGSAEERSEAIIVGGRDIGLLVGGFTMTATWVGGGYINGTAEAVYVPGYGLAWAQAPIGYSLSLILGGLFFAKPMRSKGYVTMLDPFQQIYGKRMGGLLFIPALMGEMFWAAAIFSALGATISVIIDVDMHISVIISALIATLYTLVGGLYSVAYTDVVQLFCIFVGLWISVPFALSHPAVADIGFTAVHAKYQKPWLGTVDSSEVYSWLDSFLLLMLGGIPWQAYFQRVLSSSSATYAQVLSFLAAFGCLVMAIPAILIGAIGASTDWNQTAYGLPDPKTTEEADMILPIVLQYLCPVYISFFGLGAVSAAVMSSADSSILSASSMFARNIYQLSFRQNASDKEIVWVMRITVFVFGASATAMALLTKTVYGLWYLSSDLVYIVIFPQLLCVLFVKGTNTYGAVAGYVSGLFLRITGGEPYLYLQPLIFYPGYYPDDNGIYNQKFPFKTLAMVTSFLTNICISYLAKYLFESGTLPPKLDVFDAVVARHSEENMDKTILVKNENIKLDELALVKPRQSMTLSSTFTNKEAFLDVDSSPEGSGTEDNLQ
# KCNQ2 block: KCNQ2 potassium channel inhibitors, primary screen, cell-based, CHO-K1, FluxOR thallium flux, B-score (AID 2156) | 20 min; active compounds read low | hit rate 1.1% among 310,000 | B-score at 10 µM | Potassium voltage-gated channel subfamily KQT member 2 (Rattus norvegicus), O88943;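 active = fluorescence ratio B-score at most minus 3 library SDs, with starting brightness B-score within 2 library SDs, cut at about -5.5 in these data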
# Kir21 inh: inhibitors of mouse Kir2.1 inward-rectifier potassium channel. hit rate 0.85% among 310,000. AID 1672, 2009. B-score at 10 µM. HEK293-Kir2.1, FluxOR thallium flux fluorescence; active compounds read low. Inward rectifier potassium channel 2 (Mus musculus), P35561;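 active = fluorescence ratio B-score at or below minus 3 SD of library scores, with starting-brightness B-score within 2 SD, cut at about -4.2 in these data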;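 note: channel flux triggered by added potassium and thallium sulfate stimulus; B-score of peak minus minimum fluorescence over baseline after thallium stimulus; more negative B-score means stronger Kir2.1 block with less thallium influx; some compounds called inactive have numbers as strong as hits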
# Target sequence (P35561 whole entry, looked up): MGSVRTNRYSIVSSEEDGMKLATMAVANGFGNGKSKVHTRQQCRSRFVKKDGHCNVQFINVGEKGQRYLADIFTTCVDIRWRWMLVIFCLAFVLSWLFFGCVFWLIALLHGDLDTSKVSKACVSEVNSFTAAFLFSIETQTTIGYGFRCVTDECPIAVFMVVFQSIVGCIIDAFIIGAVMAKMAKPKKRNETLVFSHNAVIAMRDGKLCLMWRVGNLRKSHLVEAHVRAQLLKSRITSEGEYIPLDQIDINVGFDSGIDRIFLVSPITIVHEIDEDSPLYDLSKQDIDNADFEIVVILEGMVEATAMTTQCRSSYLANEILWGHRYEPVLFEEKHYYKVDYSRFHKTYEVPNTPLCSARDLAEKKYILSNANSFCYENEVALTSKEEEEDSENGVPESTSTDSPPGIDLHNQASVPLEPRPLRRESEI
# * hit, by the source's call; i = inactive; / = no result given.
# Values in the order: CHT inh	KCNQ2 block	Kir21 inh
> O=C(NCc1cccs1)C1CC1
→ i	i	1.1
> COc1ccc2[nH]c3c(=O)n(/N=C/c4ccc(OC)c(CN5CCCC5)c4)c(C)nc3c2c1
→ i	i	0.79
> Cc1ccccc1OCCC(=O)OCC(=O)NC1CC1
→ i	i	0.61
> Cc1cc([N+](=O)[O-])ccc1NC(=O)c1csc(C)c1C
→ i	i	0.78
> COc1ccc(N/C(=C(/C(Cl)=C(Cl)Cl)[N+](=O)[O-])n2nnc3ccccc32)cc1
→ i	i	-1.5
> C#CCOCCOCCOCCNc1nc(N2CCN(C(=O)[C@H](CCCCN)n3cc(C(N)CO)nn3)CC2)nc(N2CCN(C(=O)[C@H](CCC(=O)O)n3cc(C(N)Cc4ccc(O)cc4)nn3)CC2)n1 (some centres not stated)
→ /	i	-2.2
> CCOc1cc(NC(=O)c2cccs2)c(OCC)cc1NC(=O)c1ccccn1
→ i	i	0.42
> Cc1cccc(-c2cc(N)n(-c3ccccc3)n2)c1
→ /	i	1.9
> Cc1occc1C(=O)N(Cc1nc(-c2ccccc2)no1)C(C)C
→ i	i	0.59
> CN(C)/C=C/c1c([N+](=O)[O-])c2ccc(O)cc2n1-c1ccccc1
→ i	i	0.38
> COc1ccc(C(=O)Nc2cccc(C(=O)NCc3ccco3)c2)cc1
→ i	i	0.45
> Cc1cc2c(c(=O)n1Cc1cccnc1)C(c1cccs1)C(C#N)=C(N)O2 (configuration not stated)
→ i	i	-0.28
> CC(=O)c1ccc(N2CCN(CC(=O)NCc3ccccc3)CC2)cc1
→ i	i	-0.06
> CC1CCCCN1Cc1c(O)ccc2c(=O)c(-c3nc4ccccc4s3)c(N)oc12 (configuration not stated)
→ i	i	-0.26
> CCCC(=O)C1=C(O)C(C(=O)OC)C(C)(C)CC1=Nc1cccc([N+](=O)[O-])c1 (configuration not stated)
→ i	i	0.39
> O=C1c2ccccc2C(Nc2ccc3c(c2)OCCO3)N1c1ccc(Cl)cn1 (configuration not stated)
→ i	i	-0.18
> COC(=O)c1ccc(COc2ccccc2OC)o1
→ i	i	0.11
> COCCNC(=O)c1cn(C)c2ccc(S(=O)(=O)N3CCCCC3)cc2c1=O
→ i	i	-0.04
> CCOC(=O)c1c(NC(=O)COC(=O)c2cnccn2)sc(C(=O)NC)c1C
→ i	i	-0.08
> Cc1csc(C(C#N)C(=O)c2ccc(S(=O)(=O)N3CCCC3)cc2)n1 (configuration not stated)
→ i	i	-0.63
> CCN(CC(=O)NCc1cccs1)C(=O)c1ccc(S(=O)(=O)Nc2ccccc2F)cc1
→ i	i	-2.1
> CC(C)c1ccc(S(=O)(=O)N2CCN(C(=O)Cc3ccsc3)CC2)cc1
→ i	i	-2.2
> Cc1ccc(-c2cc(=O)[nH][nH]2)c(C)c1
→ i	i	-1.5
> COc1cc(CN2CCCC(N3CCN(c4ccccc4C)CC3)C2)ccc1O (configuration not stated)
→ i	i	0.92
> CC(C)c1ccc(NC(=O)c2cc3c(=O)n(C)c4ccccc4c3n2C)cc1
→ i	i	0.71
> CC(C)Oc1ccc(S(=O)(=O)N2CCOCC2)cc1NC(=O)C1CCC1
→ i	i	-1.5
> C=CCN1CCN(C(=O)CCCc2ccccc2)CC1
→ i	i	-0.55
> C[C@@H](C(=O)CC(=O)OC(C)(C)C)[C@@H](O)c1c(F)cccc1Cl
→ i	i	0.04
> Cc1ccc(NC(=O)Cc2nnc(SCC(=O)NC3CCCC3)n2C)cc1C
→ i	i	0.26
> NCCNc1cc(N2CCCC2)ccc1[N+](=O)[O-]
→ i	i	0.12
> O=C(Nc1ccc(O)c(-c2nc3ccccc3o2)c1)C1(c2ccc(Cl)cc2)CCCC1
→ i	i	2.6
> O=C(Nc1cc([N+](=O)[O-])ccc1F)C1CC1
→ i	i	0.02
> CN(C)CCCN1C(=O)c2cccc3c(Br)ccc(c23)C1=O
→ i	i	-2.6
> O=C(NC1CCN(Cc2ccccc2)CC1)c1ccc(N2CC3CC(C2)c2cccc(=O)n2C3)c([N+](=O)[O-])c1 (configuration not stated)
→ i	i	0.99
> CCOc1cc(/C=N/NC(=O)c2cccnc2)ccc1OCC(=O)N(C)C
→ i	i	0.58
> Cc1cccc(NC(=O)c2nc(S(=O)(=O)Cc3ccccc3)ncc2Cl)c1
→ i	i	0.09
> COc1ccc(OCC(=O)NNC(=S)NC(=O)C2CC2)cc1
→ i	i	1.1
> COc1ccccc1NS(=O)(=O)c1cccc(C(=O)NCC(c2ccccc2OC)N2CCCC2)c1 (configuration not stated)
→ i	i	-2.3
> COc1ccc(Cl)cc1NC(=S)NCCC(c1ccccc1)c1ccccc1
→ i	i	-3.5
> Cc1cc(C)c(OCC(=O)NCC(C)(C)N2CCOCC2)c(C)c1
→ i	i	0.25
> COc1ccc([N+](=O)[O-])cc1NC(=O)CCN1CCN(c2ccccc2)CC1
→ i	i	-0.39
> NNC(=O)C1CC1c1ccc(Cl)cc1 (configuration not stated)
→ i	i	1.2
> O=C1c2ccccc2C(=O)N1OCc1c(F)cccc1Cl
→ i	i	-0.17
> O=C(CC1CCCCC1)c1c(O)c2ccccc2oc1=O
→ -7.4*	i	1.4
> CN1CCN(Cc2cc(=O)oc3cc4c(cc23)CCC4)CC1
→ i	i	-1.9
> CCCC1=NN(C(=O)Cc2ccc(OC)cc2)C(O)(C(F)(F)F)C1 (configuration not stated)
→ i	i	-1.2
> O=C(c1ccccc1NS(=O)(=O)c1ccccc1)N1CCCCCC1
→ i	i	-0.01
> COc1ccc(C(=O)N2CCCC(c3nc(-c4cccs4)no3)C2)cc1OC (configuration not stated)
→ i	i	-1
> COc1ccccc1/C=C/C=N/n1c(-c2ccc(Cl)cc2Cl)n[nH]c1=S
→ i	i	0.02
> O=C(Nc1sc2c(c1C(=O)O)CCCC2)c1ccccc1Cl
→ i	i	0.43

# Continued.
# Values in the order: CHT inh	KCNQ2 block	Kir21 inh
> COc1ccccc1CCNC(=O)CSc1nnc2ccc(-c3cccnc3)nn12
→ i	i	0.23
> CN(C(=O)NC1CC(=O)N(c2ccc3c(c2)OCCO3)C1)c1ccccc1 (configuration not stated)
→ i	i	3.5
> O=C(Nc1cccc(O)c1)C1CC(c2ccc(Cl)cc2)=NO1 (configuration not stated)
→ i	i	-0.9
> CCn1cc(C(=O)O)c(=O)c2cc(F)c(N3CCN(C(=S)NC(=O)c4ccccc4Cl)CC3)cc21
→ i	i	-2.6
> CCN(CCO)c1ncnc2c1sc1nc(C(C)C)c3c(c12)CC(C)(C)OC3
→ i	i	1.4
> CS(=O)(=O)N1CCCC(C(=O)NCc2cccs2)C1 (configuration not stated)
→ i	i	-1.8
> CC(C)Oc1ccc(C(CC(=O)O)NC(=O)Cc2ccccc2)cc1 (configuration not stated)
→ i	i	0.05
> COc1ccc2oc(C(=O)OCC(=O)Nc3ccccc3OC)c(C)c2c1
→ i	i	0.97
> O=C1CCC(C(=O)N2CCCCO2)CN1Cc1cccc(C(F)(F)F)c1 (configuration not stated)
→ i	i	1.7
> COc1ccc(C2=NN(C(=O)CSc3cn(C)c4ccccc34)C(c3ccc(OC)cc3)C2)cc1 (configuration not stated)
→ i	i	0.72

# Gathered by group, the compounds so far containing a furan ring, fused or not
# Values in the order: CHT inh	KCNQ2 block	Kir21 inh
> Cc1occc1C(=O)N(Cc1nc(-c2ccccc2)no1)C(C)C
→ i	i	0.59
> COc1ccc(C(=O)Nc2cccc(C(=O)NCc3ccco3)c2)cc1
→ i	i	0.45
> COC(=O)c1ccc(COc2ccccc2OC)o1
→ i	i	0.11
> COc1ccc2oc(C(=O)OCC(=O)Nc3ccccc3OC)c(C)c2c1
→ i	i	0.97

# (listing goes on)
# Values in the order: CHT inh	KCNQ2 block	Kir21 inh
> CCOc1c(OC(C)=O)ccc(/C=C/c2ccc3cccc(OC(C)=O)c3n2)c1[N+](=O)[O-]
→ i	i	-0.05
> Cn1c(C(=O)N(Cc2ccccc2)Cc2ccccn2)cc2sccc21
→ i	-8.3*	-0.98
> Cc1ccc(C)c(S(=O)(=O)N2CCN(C(=O)c3ccc(-n4cncn4)c([N+](=O)[O-])c3)CC2)c1
→ i	i	0.73
> CCNc1nc(-c2ccc(OC(F)F)cc2)c(C)s1
→ i	i	-0.95
> CCCc1nnc(NC(=O)c2nc(S(=O)(=O)Cc3ccc(C)cc3)ncc2Cl)s1
→ -7.4*	i	-1.2
> Cc1ccc(NC(=O)c2ccc(N3CCOCC3)c([N+](=O)[O-])c2)cc1S(=O)(=O)N1CCOCC1
→ i	i	-0.66
> CCOC(=O)N1CCN(C(=O)Cn2cnc3ccccc3c2=O)CC1
→ i	i	0.33
> c1ccc(OCc2nnc3n2CCCCC3)cc1
→ i	i	-0.55
> COc1ccc(NC(=O)CN2C(=O)COc3ccc(S(=O)(=O)N4CCCCC4)cc32)cc1OC
→ i	i	-1.4
> Cc1ccc(C(=O)OCC(=O)Nc2sc3c(c2C#N)CCCCC3)cc1NC(=O)c1ccco1
→ i	i	-3.6
> Cc1nc2c(C)cccn2c(=O)c1NC(=O)c1ccc2c(c1)OCO2
→ i	i	0.96
> CCOC(=O)C1=C(C)C2C3C(=O)N(c4cc(C)ccc4C)C(=O)C3C1(C)C1C(=O)N(c3cc(C)ccc3C)C(=O)C21 (configuration not stated)
→ i	i	1.1
> COc1ccc(-c2[nH]ncc2CN2CCC(OCc3ccccc3)CC2)c(F)c1
→ i	i	-1.6
> O=S1(=O)CCOC[C@H](CC2CCCCC2)N1Cc1ccccc1F
→ i	i	-0.07
> Nc1c(-c2ccccc2)cnn1-c1ccc(C(=O)O)cc1
→ i	i	-0.21
> COC(=O)c1c(NC(=O)c2ccco2)sc(C(=O)N(C)C)c1C
→ i	i	-0.62
> COc1ccc(C(=O)NNC(=S)NC(=O)/C=C/c2cccs2)cc1
→ i	i	-0.27
> COc1cccc(CC(=O)N(CCC2=CCCCC2)c2c(N)n(Cc3ccccc3)c(=O)[nH]c2=O)c1
→ i	i	0.47
> Cc1cc(C)c(N(C(=O)c2csnn2)C(C(=O)NC2CCCC2)c2ccncc2)c(C)c1 (configuration not stated)
→ i	i	-0.31
> CN(C)S(=O)(=O)c1ccc(C(=O)Nc2nnc(-c3cccs3)o2)cc1
→ i	i	0

# 2 records picked at random from the list so far, as already listed:
# Values in the order: CHT inh	KCNQ2 block	Kir21 inh
> CCOC(=O)C1=C(C)C2C3C(=O)N(c4cc(C)ccc4C)C(=O)C3C1(C)C1C(=O)N(c3cc(C)ccc3C)C(=O)C21 (configuration not stated)
→ i	i	1.1
> COC(=O)c1c(NC(=O)c2ccco2)sc(C(=O)N(C)C)c1C
→ i	i	-0.62

# (listing goes on)
# Values in the order: CHT inh	KCNQ2 block	Kir21 inh
> CCn1ccnc1CN(C)C(=O)C1CCC(=O)N(Cc2cccc(F)c2)C1 (configuration not stated)
→ i	i	-0.2
> O=C(CCN1CCc2ccccc2C(O)(c2ccccc2)C1)c1ccc2c(c1)OCCO2 (configuration not stated)
→ i	-7*	0.01
> O=C(COC(=O)COc1ccccc1[N+](=O)[O-])Nc1ccccc1Br
→ i	i	0.95
> CC(=O)N1CCOc2ccc(S(=O)(=O)N(C)c3ccc(C)cc3)cc21
→ i	i	-1.3
> NS(=O)(=O)c1ccc(CCNS(=O)(=O)Cc2ccc(Cl)cc2)cc1
→ i	i	-0.48
> COc1ccc(C(C(=O)NCc2ccccc2)N(C(=O)c2snc(C(N)=O)c2N)C2CCCC2)cc1 (configuration not stated)
→ i	i	1.3
> O=C1NC2(CCSC2)C(=O)N1CC(=O)N(Cc1ccccc1)C1CCS(=O)(=O)C1 (configuration not stated)
→ i	i	-0.48
> CCOC(=O)c1c(-c2ccc(C)c(C)c2)csc1NC(=O)C1CC=CCC1C(=O)O (configuration not stated)
→ i	i	1.4
> COc1ccc(CN2CCN(Cc3cc4ccccc4o3)CC2CCO)cc1C (configuration not stated)
→ i	i	-3
> COc1ccc(C(=O)NC2CC2)cc1OC1CCN(Cc2ccc(F)cc2Cl)CC1
→ i	i	0.11
> CC(C)(C)c1ccc(S(=O)(=O)Nc2ccccn2)cc1
→ i	i	-0.35
> NC(=O)COC(=O)/C=C/c1ccccc1[N+](=O)[O-]
→ i	i	2.1
> COc1ccc(-c2cc(C(F)(F)F)nc(SCC(=O)NCCCN3CCOCC3)n2)cc1
→ i	i	-0.67
> C=CCN1C(=O)C2(/C(=C(\O)c3ccc4c(c3)OCCO4)C(=O)C(=O)N2CCCOC)c2ccccc21 (configuration not stated)
→ i	i	0.59
> COc1cc(OC)c(CN2CCC(CO)(CCOc3ccccc3)CC2)c(OC)c1
→ i	i	-0.68
> O=C(OCC(=O)N1CCCC1=O)c1cccc(S(=O)(=O)N2CCOCC2)c1
→ i	i	1.4
> CS(=O)(=O)N(CC(=O)N1CCN(c2cccc(Cl)c2)CC1)C1CCCCC1
→ i	i	0.41
> COc1ccc(N(CC(=O)Nc2ccccc2C(=O)NCCc2ccccc2)S(C)(=O)=O)cc1OC
→ i	i	0.82
> CSc1nc(N(C)C)c2ccccc2n1
→ i	i	1.8
> COc1cccc(C2CCCN2Cc2nc(CC3CC3)no2)c1 (configuration not stated)
→ i	i	-0.67
> COc1ccc(C(NC(=O)/C=C/c2ccco2)c2ccc(OC)c(OC)c2)cc1 (configuration not stated)
→ i	i	-0.58
> O=C(NCc1cccnc1)c1nc(-c2ccc(C(F)(F)F)cc2)no1
→ i	i	2
> COC(=O)c1c(C(=O)OC)c(-c2cccc(C)c2)n2c1CS(=O)C2 (configuration not stated)
→ i	i	-0.07
> CSc1nnc(-c2cccn(Cc3ccccc3)c2=O)o1
→ i	i	-0.07
> O=C(CCCCCNC(=O)c1ccccc1)C[N+](=O)[O-]
→ i	i	0.45
